# Screening data (PubChem)
# SRC1 inh: inhibits human SRC1 coactivator; Q15788; HEK293 GAL4-SRC1 luciferase reporter, luminescence; inhibition, % at 3.6 µM; hit rate 0.12% among 360,000; AID 588354;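 active = inhibition above the campaign mean plus 3 SD, with each screening campaign given its own cutoff, cut at about 60% in these data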;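 also: 0% = DMSO treated cells and 100% = gossypol at 36 µM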
# KKLEB tox: counter-screen for CF NF-kB inhibitors: cytotoxicity; KKLEB CF airway cells viability, ATPlite luminescence, overnight; stronger effect = lower value; cells stimulated with P. aeruginosa culture filtrate; activity change (cytotoxicity), % at 5 µM; hit rate 0.36% among 360,000;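 active = corrected activity change at or below -50% at 5 µM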
# TROY NFkB inh: inhibitors of TROY-dependent NF-kB signaling | hit rate 0.98% among 360,000 | Q293 LMP1-TROYcd NF-kB luciferase reporter, 4 h | inhibition, % at 10 µM;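 active = compounds whose plate-normalised and pattern-corrected inhibition of the luciferase reporter signal at the single screening dose is 50% or more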
# Shn3 3UTR inh: inhibitors of Schnurri-3 3'UTR reporter in osteoblasts | Clone20 osteoblast Shn3 3'UTR firefly luciferase, 24 h | inhibition, % at 12.5 µM | hit rate 0.52% among 360,000;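 active = mean inhibition of at least 75% with every replicate also reaching 75%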;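 also: 0% = median of neutral control wells and 100% = pilot-screen positive control compound; some compounds past the cut are filed as inactive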
# NR5A2 inv ag: suppresses constitutive activity of human LRH-1. AID 602396. hit rate 0.13% among 360,000. inhibition, % at 3.6 µM. HEK293T StAR-luciferase reporter, LRH-1 transfected, 24 h;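 active = inhibition above the mean inhibition of all tested compounds plus 3 SD, cut at about 73% in these data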;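 also: 0% = DMSO wells and 100% = reporter-only cells lacking LRH-1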
# Target sequence (O00482 whole entry, looked up): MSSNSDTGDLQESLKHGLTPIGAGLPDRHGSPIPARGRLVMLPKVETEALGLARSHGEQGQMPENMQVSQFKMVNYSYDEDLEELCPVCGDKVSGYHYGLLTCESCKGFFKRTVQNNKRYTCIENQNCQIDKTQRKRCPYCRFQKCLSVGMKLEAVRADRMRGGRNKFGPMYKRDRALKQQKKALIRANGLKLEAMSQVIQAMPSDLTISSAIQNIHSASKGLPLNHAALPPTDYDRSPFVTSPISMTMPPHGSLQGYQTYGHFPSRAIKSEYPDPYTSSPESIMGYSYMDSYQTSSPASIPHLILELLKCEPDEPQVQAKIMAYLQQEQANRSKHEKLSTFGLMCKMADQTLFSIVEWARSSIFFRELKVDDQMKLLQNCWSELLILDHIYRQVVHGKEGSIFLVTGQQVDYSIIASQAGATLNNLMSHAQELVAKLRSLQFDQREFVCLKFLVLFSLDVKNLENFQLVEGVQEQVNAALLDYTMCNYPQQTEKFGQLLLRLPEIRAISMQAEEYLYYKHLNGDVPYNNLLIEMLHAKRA
# CF NFkB block: cystic fibrosis NF-kB activation inhibition; KKLEB NF-kB-GFP reporter, PAF-induced, GFP fluorescence overnight; inhibition, % at 5 µM; hit rate 0.86% among 360,000;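 active = at least 50% inhibition at 5 µM, scaled per plate between neutral and stimulator controls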;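 also: PAF is a Pseudomonas aeruginosa culture filtrate used as stimulus; plate controls were PAF-stimulated DMSO wells for no effect and unstimulated DMSO wells for full effect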
# TRAIL sens C8: caspase-8 TRAIL sensitization. NB7+C8 cells + TRAIL, ATPlite viability luminescence. inhibition (viability loss, TRAIL sensitization), % at 10 µM. hit rate 1% among 360,000;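 active = compounds causing at least 50% loss of cell viability in the single-dose screen, relative to plate controls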
# SRC3 inh: human NCOA3 inhibition; Q9Y6Q9; HEK293 GAL4-SRC3 luciferase reporter, luminescence; inhibition, % at 3.6 µM; hit rate 0.17% among 360,000;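 active = inhibition above a per-campaign cutoff, the mean of all compounds plus 3 SD, cut at about 60% in these data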;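 also: 0% = DMSO-treated cells and 100% = gossypol-treated cells at 36 µM; higher means less SRC3-driven luciferase light from the GAL4 reporter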
# NR2F2 inh: blocks human COUP-TFII nuclear receptor. P24468. HEK293T NGFI-A luciferase reporter, luminescence. inhibition, % at 8.6 µM. hit rate 0.7% among 370,000. AID 686940;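 active = inhibition above a per-plate cutoff, mean inhibition of test wells between control levels plus 3 SD, cut at about 38% in these data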;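 also: cells cotransfected with COUP-TFII expression vector driving the NGFI-A reporter; 0% = median of COUP-TF2 test wells and 100% = reporter-only cells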
# Target sequence (P24468 whole entry, looked up): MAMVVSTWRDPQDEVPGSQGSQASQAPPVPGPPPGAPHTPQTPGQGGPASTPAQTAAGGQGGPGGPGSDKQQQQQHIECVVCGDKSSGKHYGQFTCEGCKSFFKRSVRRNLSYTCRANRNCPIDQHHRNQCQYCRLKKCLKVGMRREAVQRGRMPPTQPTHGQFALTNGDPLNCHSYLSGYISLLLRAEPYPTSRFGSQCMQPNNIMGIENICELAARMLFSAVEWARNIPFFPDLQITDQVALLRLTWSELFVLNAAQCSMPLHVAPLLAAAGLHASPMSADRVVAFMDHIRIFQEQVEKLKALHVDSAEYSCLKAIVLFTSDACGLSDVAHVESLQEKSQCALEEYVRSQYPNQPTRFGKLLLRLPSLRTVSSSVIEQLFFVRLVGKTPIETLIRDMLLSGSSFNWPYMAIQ
# TWEAK Fn14 block: blocks TWEAK-Fn14 interaction in a reporter cell assay. TWEAK-stimulated Fn14 reporter cells, luciferase luminescence, 8 h. inhibition, % at 10 µM. hit rate 2% among 360,000; in the data active = inhibition above about 50%
# EBV LMP1 NFkB: reduces LMP1-driven NF-kappaB luciferase signal. hit rate 0.69% among 350,000. AID 504558. inhibition, % at 12.5 µM. LMP1-induced NF-kappaB luciferase reporter cells, luminescence; in the data active = inhibition above about 41%;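 also: 0% = neutral control wells and 100% = reference inhibitor control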
# Starred values were filed as active, the others as inactive; . = no result given; & = joins results of further samples. These rows are one share of the data. The share of hits here may be higher or lower than overall.
SMILES,SRC1 inh,KKLEB tox,TROY NFkB inh,Shn3 3UTR inh,NR5A2 inv ag,CF NFkB block,TRAIL sens C8,SRC3 inh,NR2F2 inh,TWEAK Fn14 block,EBV LMP1 NFkB
CC(=O)c1c(C(C)=O)c(C)n(NC(=O)c2ccncc2)c1C,3,-1,.,-9,16,-13,5,-1,-7,53*,-6
Cc1cccc(C)c1OCC(=O)NNC(=O)c1ccoc1C,-46,-6,.,5,-11,6,-4,7,-1,51*,1
Clc1ccc(CONc2ncnc3nonc23)c(Cl)c1,-69,-11,17,-24,-89,9,5,-53,-22,23,-33
COc1ccc(CNCCC(c2ccc(OC(C)C)cc2)c2ccccc2OC)cc1 (stereo unspecified),-13,-32,-9,96*,2,27,20,3,5,3,16
O=c1[nH]c(/C=C\c2cccc(O)c2)nc(O)c1[N+](=O)[O-],-12,10,8,-1,8,-22,-7,18,-9,4,-1
Cc1cccc(NS(=O)(=O)c2cc(C(=O)N3CCCC3)ccc2Cl)c1,10,0,3,-52,5,-6,-13,17,0,9,-4
COC(=O)[C@H](CC(C)C)NC(=O)CC[C@H]1O[C@@H](n2cc(C)c(=O)[nH]c2=O)C[C@@H]1O,22,-4,-5,-25,-7,-2,-3,14,15,15,.
O=C(NC1CCCCC1)c1ccc(-c2ccccc2)cc1,-46,-3,-48,-40,-45,-4,1,-57,-3,-36,-17
COC(=O)CSc1cccc2c1C(=O)CC2c1ccccc1 (stereo unspecified),-7,-5,-17,-14,3,6,-16,-9,-3,0,-1
O=C(c1nc(-c2ccccc2)n(-c2ccccc2)n1)N1CCN(S(=O)(=O)c2ccccc2)CC1,-1,6,-7,23,-2,-21,9,-3,27,17,-6
O=C(CC1Nc2ccccc2NC1=O)Nc1ccc2c(c1)OCO2 (stereo unspecified),-46,5,-71,-25,-56,-10,5,-29,-14,-4,5
CCc1nn(CCCN2CCN(c3cccc(Cl)c3)CC2)c(=O)n1CCOc1ccccc1,-2&-5,16&0,18&25,24&16,10&14,17&-19,18&2,6&17,27&25,13&5,10&3
COc1cc(C2Nc3ccc4ncccc4c3C3=C2C(=O)CCC3)cc(OC)c1OC (stereo unspecified),-22,1,-6,-18,-11,-2,-16,-5,-22,-14,-10
O=C(/C=C/c1ccccc1)N(c1ccccn1)C1CCCCC1,-4,-14,1,7,10,2,-7,-12,2,-4,-13
CCOc1ccc(/C=C2\SC(=O)N(CCNC(=O)C3COc4ccccc4O3)C2=O)cc1OC (stereo unspecified),-9,1,51*,56,3,0,7,18,-7,40,4
CC1CCN(C(=O)CCC(=O)N2CC(C)Oc3ccccc32)CC1 (stereo unspecified),4,-5,7,-9,-6,6,4,4,-11,-26,2
Cc1csc(NC(=O)C2(C)CCN2C(=O)C(C)C)c1C#N (stereo unspecified),4,-2,2,3,8,-9,-12,6,.,12,.
COc1ccc(N(Cc2cc(=O)[nH]c3ccccc23)C(=O)CCl)cc1,-17,-33,9,8,-4,75*,96*,-5,-5,41,2
CC(C)C1C(=O)N(Cc2cn(CCC3OCCCO3)nn2)CCS(=O)(=O)N1Cc1ccc(-c2ccc(Cl)c(Cl)c2)cc1 (stereo unspecified),-2,-7,5,17,-25,14,14,7,14,27,8
O=C(Nc1ccc(Cl)cn1)c1ccc(Br)c(S(=O)(=O)N2CCCCC2)c1,4,-19,28,-8,-18,5,20,-5,3,38,-4
Cc1ccc2nc(Nc3ccc(C)c(C)c3)c3nncn3c2c1,-7,16,-39,-11,-17,-9,-28,-5,-2,-8,-3
CCOc1nc(Nc2ccc(OC)cc2OC)nc(OCC)n1,-12,-4,-5,-2,12,5,-14,-14,26,-10,7
Cc1ccc(CNC(=O)c2cccnc2Sc2cccc(Cl)c2)cc1,-3,-28,-14,6,6,42,-32,4,-7,-19,-1
COC(=O)n1c(=O)oc2ccc(S(=O)(=O)N3CCCCC3)cc21,1,3,-1,-20,-1,2,-16,-19,-3,4,-24
CC(C)OC(=O)NC(Nc1ccccc1C(=O)O)(C(F)(F)F)C(F)(F)F,-5,7,19,-4,-5,-3,10,5,-35,7,0
CC(=O)N1CCN(c2ccc(NCc3cccc(C)c3)cc2)CC1,0,-9,8,-19,11,15,-2,2,1,-21,-3
COc1ccc(C2=NN(C(=O)CCC(=O)O)C(c3ccc(Br)cc3)C2)cc1 (stereo unspecified),-23,6,-16,1,8,1,-10,-30,-3,-3,-5
O=C1NC[C@H](Cc2ccc(O)cc2)N(C[C@@H]2CCCN2C[C@H](Cc2ccc(O)cc2)N2C[C@H](Cc3ccccc3)N(CC3CCCCC3)C(=O)C2=O)C1=O,.,.,4,.,18,.,-8,.,6,18,.
COc1ccc(C(=O)N2CCN(CCNC(=O)C(=O)Nc3ccc(Br)cc3)CC2)cc1,4,8,10,27,1,-10,33,8,-8,11,23
O=C(O)C1CCCN1C(=O)Oc1ccccc1 (stereo unspecified),-10,-4,-1,7,7,-5,-8,6,-4,-6,-8
COC(=O)c1ccc(C2NCCc3cc(OC)c(OC)cc32)cc1 (stereo unspecified),2,2,-12,10,-7,-9,0,2,-13,-23,-8
O=C(C1CCN(S(=O)(=O)c2ccc3ccccc3c2)CC1)N1CCN(c2ncccn2)CC1,8,3,8,9,13,12,-2,9,-5,6,7
CCCCNC(=O)C1CCC(CNS(=O)(=O)c2ccc(C)cc2)CC1 (stereo unspecified),1,0,11,-10,11,16,6,-6,-5,-7,6
CCC(C)N(C(=O)CSc1nnc(-c2ccco2)n1C)C1CCS(=O)(=O)C1 (stereo unspecified),4,0,36,-95,-3,-14,-7,-4,-2,3,-8
O=C(Cn1cnc2c(NCc3ccccc3)ncnc21)N1CCN(c2ccccn2)CC1,1,5,0,8,22,-1,-9,8,16,4,0
c1ccc2c(c1)CCN2CCN1CCc2ccccc21,-11,0,-7,-9,12,-13,-14,5,-21,-52,0
Cc1ccc(-c2nc3ccc(Cl)cn3c2Cc2cccc(Cl)c2)cc1,-67,-21,-3,-16,-176,29,13,-47,-9,-7,.
O=C(NCCCNC(=O)c1ccco1)c1cccc(F)c1,8,-6,-2,1,4,5,-5,-11,15,13,-6
O=C(NCc1ccco1)C(NS(=O)(=O)c1cccc2nsnc12)c1ccccc1 (stereo unspecified),1,4,-3,2,3,-3,-3,7,2,3,-1
CCCC(=O)NC(c1ccc(OC)c(OC)c1)c1cc(Cl)c2cccnc2c1O (stereo unspecified),-1,-5,7,88*,-13,-2,49,23,-15,9,32
Cc1ccc(/C=C/C(=O)N2CCc3ccccc3C2)cc1,-17,0,-38,-63,-35,-3,13,-14,-15,-10,-26
Cc1c([N+](=O)[O-])cnc(Sc2ccccc2)c1[N+](=O)[O-],-16,-29,63*,-10,-2,52*,16,14,-8,84*,-3
Cc1cc(C)c2c(N)c(C(=O)NN3CC(=O)N(c4cccc(Cl)c4)CC3=O)sc2n1,6,6,13,1,5,-8,-16,-4,-12,6,3
O=C(Nc1ccc(S(=O)(=O)Nc2cnc3ccccc3n2)cc1)c1ccc(F)cc1,-4,-14,-9,20,15,4,1,-2,-1,6,3
CCCNC(=O)c1nn2c(C(F)(F)F)cc(-c3ccccc3)nc2c1Br,15,3,-9,3,1,3,9,-7,-1,-10,2
CCN1CCN(c2ccc(NC(=O)c3ccccc3F)cc2Cl)CC1,-84,-10,-39,-69,-72,-4,3,-77,-68,-23,-15
COc1c(C(=O)Nc2nccs2)ccc2ccccc12,-126,-3,-67,-75,-142,-19,9,-105,-30,-8,-22
O=c1[nH]c(=O)n(C2CCCO2)cc1F (stereo unspecified),4,5,0,19,-8,-12,3,-11,-6,-2,-1
C[C@]12c3[nH]c4ccc(Cl)cc4c3CCN1C(=O)[C@@H](CC(=O)NCCN1CCOCC1)C[C@@H]2C(=O)N1CCCCC1,-6,-1,9,4,-26,3,-3,-19,-7,-4,9
O=C(NCCN1CCOCC1)c1ccc2c(c1)ncn2C1CCCCC1,-3,-2,2,3,5,4,-11,-8,-14,7,4
C/C=C/C=C/C(=O)OC(C)C(=O)Nc1cc([N+](=O)[O-])ccc1OC (stereo unspecified),-5,-8,8,23,-6,14,-4,18,15,29,0
Cc1ccc(C(=O)NCCC(=O)Nc2ccccc2C)cc1,-2,0,-8,13,2,-2,-18,1,4,14,-2

# Twelve entries from above, arranged by molecular weight, smallest number first:
SMILES,SRC1 inh,KKLEB tox,TROY NFkB inh,Shn3 3UTR inh,NR5A2 inv ag,CF NFkB block,TRAIL sens C8,SRC3 inh,NR2F2 inh,TWEAK Fn14 block,EBV LMP1 NFkB
Cc1ccc(C(=O)NCCC(=O)Nc2ccccc2C)cc1,-2,0,-8,13,2,-2,-18,1,4,14,-2
CC(=O)c1c(C(C)=O)c(C)n(NC(=O)c2ccncc2)c1C,3,-1,.,-9,16,-13,5,-1,-7,53*,-6
CCOc1nc(Nc2ccc(OC)cc2OC)nc(OCC)n1,-12,-4,-5,-2,12,5,-14,-14,26,-10,7
O=C(CC1Nc2ccccc2NC1=O)Nc1ccc2c(c1)OCO2 (stereo unspecified),-46,5,-71,-25,-56,-10,5,-29,-14,-4,5
CC1CCN(C(=O)CCC(=O)N2CC(C)Oc3ccccc32)CC1 (stereo unspecified),4,-5,7,-9,-6,6,4,4,-11,-26,2
COC(=O)n1c(=O)oc2ccc(S(=O)(=O)N3CCCCC3)cc21,1,3,-1,-20,-1,2,-16,-19,-3,4,-24
O=C(NCCN1CCOCC1)c1ccc2c(c1)ncn2C1CCCCC1,-3,-2,2,3,5,4,-11,-8,-14,7,4
COC(=O)[C@H](CC(C)C)NC(=O)CC[C@H]1O[C@@H](n2cc(C)c(=O)[nH]c2=O)C[C@@H]1O,22,-4,-5,-25,-7,-2,-3,14,15,15,.
CCCNC(=O)c1nn2c(C(F)(F)F)cc(-c3ccccc3)nc2c1Br,15,3,-9,3,1,3,9,-7,-1,-10,2
O=C(NCc1ccco1)C(NS(=O)(=O)c1cccc2nsnc12)c1ccccc1 (stereo unspecified),1,4,-3,2,3,-3,-3,7,2,3,-1
O=C(Cn1cnc2c(NCc3ccccc3)ncnc21)N1CCN(c2ccccn2)CC1,1,5,0,8,22,-1,-9,8,16,4,0
CC(C)C1C(=O)N(Cc2cn(CCC3OCCCO3)nn2)CCS(=O)(=O)N1Cc1ccc(-c2ccc(Cl)c(Cl)c2)cc1 (stereo unspecified),-2,-7,5,17,-25,14,14,7,14,27,8

# Reformatted with two lines to a compound: entries from further up.
# Results follow in this order: SRC1 inh, KKLEB tox, TROY NFkB inh, Shn3 3UTR inh, NR5A2 inv ag, CF NFkB block, TRAIL sens C8, SRC3 inh, NR2F2 inh, TWEAK Fn14 block, EBV LMP1 NFkB
> C[C@]12c3[nH]c4ccc(Cl)cc4c3CCN1C(=O)[C@@H](CC(=O)NCCN1CCOCC1)C[C@@H]2C(=O)N1CCCCC1
    -6, -1, 9, 4, -26, 3, -3, -19, -7, -4, 9
> O=C(NCCN1CCOCC1)c1ccc2c(c1)ncn2C1CCCCC1
    -3, -2, 2, 3, 5, 4, -11, -8, -14, 7, 4
